# HttQ103 aggreg – reduces HttQ103-GFP aggregates in PC12 cells. PC12 HttQ103-GFP aggregates, Acumen cytometry, 40 h. Potency, µM (top dose mostly 46.1 µM), without a hit: at the highest dose activity change, negative = inhibition, usual class: inhibitors. actives 1.1% (n = 220,000). AID 1688; also: potency is read from the fitted curve at half-maximal effect; % is scaled to controls: 0 for no effect and ±100 for the full control effect; nearly all actives have a fitted effect of over 60% in size
#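 Compounds (qHTS titration) were added to PC12 cells expressing an ecdysone-driven HTT exon 1 Q103–GFP fusion after induction with 100 nM tebufenozide. Aggregate formation was measured as GFP objects in cell lysates.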
# GAA glycogen mod – GAA glycogen-cleavage inhibition or activation. P10253. recombinant GAA, glycogen substrate, Amplex Red glucose oxidase fluorescence. Potency, µM (top dose mostly 76.4 µM), for inactives: at the highest dose activity change, negative = inhibition, actives largely listed as inhibitors. actives 0.38% (n = 300,000);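 also: potency is read from the fitted curve at half-maximal effect; 0% = full enzyme reaction and -100% = no-enzyme basal signal; the screen sought inhibitors and activators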
#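 Recombinant human alpha-glucosidase (4 nM final) hydrolysed bovine liver glycogen (30 ug) for 40 min at 37 C in pH 5.0 citrate/phosphate with 0.01% Tween-20. Released glucose detected by glucose oxidase/Amplex Red, Ex 573/Em 610 nm. Compounds up to 77 uM; AC50 from Hill fits.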
# GAA spleen mod – inhibitors or activators of human alpha-glucosidase in spleen homogenate; AID 2112; human spleen homogenate, 4-MU-alpha-glucoside fluorescence; Potency, µM (doses to about 79.9 µM), without a hit: at the highest dose activity change, negative = inhibition, actives largely listed as inhibitors; P10253; actives 0.006% (n = 240,000);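 also: potency is read from the fitted curve at half-maximal effect; 0% = enzyme with vehicle and -100% = no enzyme basal signal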
#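 Human spleen homogenate (1 ug) with 4-methylumbelliferyl-alpha-D-glucopyranoside (1 mM final) in 50 mM citrate/phosphate pH 5.0, 0.01% Tween-20; 40 min at 37 C. Stopped at pH 10; 4-MU fluorescence Ex 365/Em 440 nm; AC50 by Hill fit.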
# CBFb RUNX1 block – CBF-beta/RUNX1 interaction disruption; 230,000 tested, under 10 active; Potency, µM (highest dose often 59.8 µM), without a hit: top-dose activity, negative = inhibition, hits mostly inhibitors; AlphaScreen CBFb-His/RUNX1-biotin binding, biochemical; Q01196+Q13951; also: % of control where 0% means no effect
# Target sequence (Q01196 whole entry, looked up): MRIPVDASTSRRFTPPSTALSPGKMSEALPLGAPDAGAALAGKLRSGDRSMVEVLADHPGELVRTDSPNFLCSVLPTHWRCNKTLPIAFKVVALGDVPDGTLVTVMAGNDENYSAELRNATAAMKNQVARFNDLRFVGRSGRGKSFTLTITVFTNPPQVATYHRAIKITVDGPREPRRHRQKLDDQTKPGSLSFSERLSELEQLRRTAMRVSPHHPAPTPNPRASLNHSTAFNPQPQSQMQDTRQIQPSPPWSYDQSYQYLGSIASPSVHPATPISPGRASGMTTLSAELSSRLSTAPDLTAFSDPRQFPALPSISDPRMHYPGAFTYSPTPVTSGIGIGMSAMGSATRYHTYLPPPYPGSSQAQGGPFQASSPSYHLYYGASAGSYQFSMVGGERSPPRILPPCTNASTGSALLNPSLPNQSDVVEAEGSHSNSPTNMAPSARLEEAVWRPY
# Target sequence (Q13951 whole entry, looked up): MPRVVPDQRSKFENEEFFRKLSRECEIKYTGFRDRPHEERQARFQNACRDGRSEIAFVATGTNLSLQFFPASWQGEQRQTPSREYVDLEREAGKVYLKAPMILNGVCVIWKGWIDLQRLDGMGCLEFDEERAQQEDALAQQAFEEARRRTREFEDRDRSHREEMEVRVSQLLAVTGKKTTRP
#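 Room-temperature protein-protein interaction test with 30 nM each of His-tagged CBF-beta and biotinylated RUNX1, 15 min with compound, then 90 min with nickel plus streptavidin beads. Signal read in AlphaScreen mode.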
# HTT ATP protect – Huntington cell model cytoprotection by ATP luminescence | Potency, µM (titrated, usually from 56.4 µM), for the others: cytoprotection (ATP increase), hits mostly activators | PC12 HTT-Q103 induced, cytoprotection, ATP luminescence, 40 h | actives 0.14% (n = 230,000);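 also: potency is read from the fitted curve at half-maximal effect; % of control where 0% means no effect; nearly all actives have a fitted effect of over 45% in size; toxic huntingtin expression switched on by the ecdysone agonist tebufenozide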
#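 Cells were plated at 1500 per well in phenol red-free DMEM with 5% equine and 5% calf serum. Tebufenozide (100 nM final) and compounds were added, then ATPlite reagent, and luminescence was read.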
# GAA inhib – blocks human lysosomal alpha-glucosidase. purified human GAA, 4-MU-alpha-glucoside fluorescence. actives 0.005% (n = 200,000). Potency, µM (series often up to 76.9 µM), for the others: at the top dose activity change, negative = inhibition, actives largely listed as inhibitors;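 also: potency is read from the fitted curve at half-maximal effect; plate controls were uninhibited enzyme wells for no effect and no-enzyme background for full effect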
#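 Compounds are titrated up to 77 uM against 4 nM human enzyme. Substrate 4-methylumbelliferyl-alpha-D-pyranoside (400 uM) reacts 20 min at room temperature in pH 5.0 buffer; liberated 4-methylumbelliferone is read at 440 nm.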
# LMNA splice mod – LMNA splicing modulation. HeLa LMNA splicing GFP/RFP minigene ratio, 48 h. actives 0.01% (n = 200,000). Potency, µM (top dose mostly 46.1 µM), inactives show at the top dose ratio change, negative = inhibition, usual class: inhibitors; active = well fitted inhibition curve with a large enough effect in the signal ratio, with a control signal flat, not every such curve was filed as active; inconclusive = small, poorly fitted or top-dose-only effect, or effect the other way, or a change in a side signal; the % refers to the signal ratio; also: potency is read from the fitted curve at half-maximal effect; % is scaled to controls: 0 for no effect and ±100 for the full control effect
#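 S3 HeLa cells stably expressing lamin A-EGFP splicing minigene plus DsRed2, 600 cells/well, 48 h compound exposure at 37C. Laser-scanning cytometry; analysed as GFP (500-530 nm)/RFP (575-640 nm) total intensity ratio; 0.5% DMSO vehicle.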
# An asterisk follows results filed as active; ? = inconclusive; nt = not tested or not shown; & = joins results of further samples; [ ] = another dose, or the depositor's remark. Unless noted, calls follow the shape of the dose curve; as a rule, active = well fitted curve in the direction sought with a large enough effect; inconclusive = small, poorly fitted or top-dose-only effect, or another doubt; inactive = no such curve, though single readings can be large; an effect the other way counts as inactive or inconclusive. The order is random; overall some 1.5% were active at least once.
# Start of the data: the first 2 compounds, to show the layout:
# Order of results: GAA spleen mod	LMNA splice mod	GAA inhib	HTT ATP protect	CBFb RUNX1 block	GAA glycogen mod	HttQ103 aggreg
CCCCCCCc1c(C#N)c(N)[nH]c(=S)c1C#N
→ -3%	nt	nt	14%[10 µM]	-6%	-20%	32%[9.22 µM]
Cc1n[nH]c(C)c1S(=O)(=O)N1CCCC(C(=O)NC2CCCCC2)C1 (stereo not drawn)
→ 4%	nt	nt	-8%	7%	-1%	16%[9.22 µM]

# Results (from the top)
# Order of results: GAA spleen mod	LMNA splice mod	GAA inhib	HTT ATP protect	CBFb RUNX1 block	GAA glycogen mod	HttQ103 aggreg
CCCCCCCc1c(C#N)c(N)[nH]c(=S)c1C#N
→ -3%	nt	nt	14%[10 µM]	-6%	-20%	32%[9.22 µM]
Cc1n[nH]c(C)c1S(=O)(=O)N1CCCC(C(=O)NC2CCCCC2)C1 (stereo not drawn)
→ 4%	nt	nt	-8%	7%	-1%	16%[9.22 µM]
CCCOc1nc2c(c(=O)n(C)c(=O)n2C)n1CCC
→ 1%	?	-3%	-18%	2%	-3%	-29%
COc1ccc(C2CC(c3ccccc3)n3nc(NC(=O)c4cccs4)nc3N2)cc1 (stereo not drawn)
→ 0%	11%	-6%	-19%	-22%	-13%	2%
CCN(CC)C(=O)CN1C(=O)/C(=C/c2ccccc2)SC1=S
→ -6%	nt	nt	4%[10 µM]	12%	5%	39%[9.22 µM]
CCOC(=O)c1[nH]cnc1C(=O)NC(C)C
→ -4%	3%	-5%	14%[1.9 µM]	8%	3%	1%
Cc1ccc(-n2c(=O)c3c4c(sc3n(Cc3cc(=O)n5ccccc5n3)c2=O)CCC4)cc1C
→ -1%	-3%	-4%	-8%[10 µM]	-10%	2%[76.3 µM]	26%
CC(=O)c1cccc(N(C(=O)c2ccccn2)C(C(=O)NC2CCCCC2)c2cccs2)c1 (stereo not drawn)
→ -4%	-5%	3%	-12%[10 µM]	?	5%	9%
COc1ccc(OC)c(C2C3=C(COC3=O)Nc3cc4c(cc32)OCO4)c1 (stereo not drawn)
→ -8%	?	0%	-106%[inhibitor]	1%	-8%	?
C/C(=N\NC(=S)Nc1c(C)cccc1C)c1ccc(OC(F)F)cc1
→ 11%	?	-5%	36%[10 µM]	-5%	?	8%
CCS(=O)(=O)N1CCC(C(=O)NCCN2CCOCC2)CC1
→ -7%	-2%	6%	nt	13%	9%	1%
COC(=O)[C@H](C)NC(=O)NCCC1=CCCCC1
→ 3%	nt	nt	6%[10 µM]	2%	-2%	-6%[9.22 µM]
CCOC(=O)C(=NCCCN(C)C)NNc1ccc(Br)cc1
→ 3%	-13%	1%	24%[10 µM]	3%	?	-2%
COCCN(C(=O)Nc1ccccc1)c1ccccc1C
→ 0%	-1%	-3%	17%[10 µM]	5%	5%	9%
CNc1ccc(O)cc1
→ 8%	nt	nt	-103%[inhibitor]	?	nt	nt
COc1ccccc1N1CC(O)=C(c2nc3ccccc3s2)C1=N
→ 8%	-6%	11%	17%	2%	?	?
CCN1CCN(C(=O)CN(C)S(=O)(=O)c2cc(C)ccc2OC)CC1
→ 4%	nt	11%	14%[10 µM]	6%	3%	12%[9.22 µM]
COc1ccc(CNCC(O)(c2ccc(Cl)cc2)c2ccc(Cl)cc2)cc1
→ 0%	?	-11%	-50%[inhibitor]	1%	-3%	?
CCC(NC(=O)NC1=NCCS1)(C(F)(F)F)C(F)(F)F
→ 5%	4%	-7%	10%	6%	-8%	-7%
CCNC(=O)c1sc(=S)n(-c2ccc(C)cc2)c1N
→ -19%	-10%	-9%	-5%	-1%	5%	-14%
CCCCC1=CC2=C(c3ccco3)C(=O)C(C)(OC(=O)c3ccc(OC)cc3)C(=O)C2=CN1C1CCCCC1 (stereo not drawn)
→ 7%[17.4 µM]	15%[9.22 µM]	nt	10%&-15%[10 µM]	-3%[13.1 µM]	6%	-19%[9.22 µM]
Cc1nc2ncnn2c(C)c1CCC(=O)NC(C)CCc1ccco1 (stereo not drawn)
→ -3%	5%	?	13%	-3%	0%	4%
Cc1nn(CC(=O)NCc2ccc(-n3cccn3)cc2)c(C)c1[N+](=O)[O-]
→ 0%	2%	0%	nt	9%	2%	-8%
CC(C)Oc1ccc(/C(O)=C2/C(=O)C(=O)N(CCN(C)C)C2c2cccs2)cc1 (stereo not drawn)
→ -2%	3%	-5%	19%[10 µM]	5%	8%	20%
COC(=O)COc1ccc(-c2ccccc2)cc1C=O
→ 0%	nt	6%	-34%	-3%	2%	2%
COC(=O)Nc1ccc(S(=O)(=O)N2CCCC(C(=O)Nc3cccnc3)C2)cc1 (stereo not drawn)
→ -4%	-4%	1%	6%[10 µM]	1%	3%	2%
O=C(COc1ccc(C(=O)O)cc1)Nc1cccc(C(F)(F)F)c1
→ 6%	nt	-3%	nt	7%	10%	-7%
CCCCCN(C(=O)NC(=O)Nc1ccccc1OC)S(C)(=O)=O
→ 0%	-9%	-9%	3%[10 µM]	7%	8%	18%
CCc1ccccc1NC(=O)CN(C)C(=O)CSc1nnc(Nc2cccc(C)c2C)s1
→ -6%	?	0%	nt	0%	-6%	-17%
CC(C)c1cc(C(=O)O)n(-c2ccccc2)n1
→ -7%	22%	?	0%	-1%	-3%	9%[9.22 µM]
O=C(Nc1ccc2ccccc2c1)c1cn(-c2ccccc2)nc1-c1cccs1
→ 2%	?	5%	-28%	6%	-18%	-24%
COc1cc(/C=N/NC(=O)Cn2cnc3ccccc3c2=O)ccc1O
→ -1%	nt	nt	17%[10 µM]	12%	?	-7%[9.22 µM]
O=C1C(=O)N(CCc2c[nH]c3ccccc23)C(c2cccnc2)/C1=C(/O)c1ccccc1 (stereo not drawn)
→ -15%	nt	0%	nt	3%	25%	22%
Cc1nc(C(=O)NCC(=O)c2ccccc2)c(C(F)(F)F)o1
→ -1%	nt	0%	-7%[10 µM]	3%	9%	0%[9.22 µM]
O=C(c1nc2ccccn2c1CNCCn1ccc2ccccc21)N1CCOCC1
→ -1%	nt	nt	-8%[10 µM]	-2%	5%	-2%[9.22 µM]
O=C(O)CCN1C(=O)/C(=C/c2cn(-c3ccccc3)nc2-c2cccs2)SC1=S
→ -3%	6%[46 µM]	7%	23%[10 µM]	9%	9%	-2%[9.22 µM]
CCn1cc(CNC(=S)Nc2cccc3ccccc23)cn1
→ 3%	nt	-5%	nt	8%	-24%	0%
CC1(C)CC(=O)C(=Cc2cn(-c3ccccc3)nc2-c2ccc(Cl)cc2)C(=O)C1
→ 1%	-8%	18%	-15%	3%	-7%	1%
CSc1ccc(NC(=O)N2CC=C(n3c(=O)[nH]c4ccccc43)CC2)cc1
→ -15%	?	1%	nt	-2%	-2%	-16%
CCOc1ccccc1NC(=S)Nc1ccc(S(N)(=O)=O)cc1
→ 1%	-11%[46 µM]	1%	18%[10 µM]	4%	-3%	-1%[9.22 µM]
COc1ccc(C(CC(=O)c2ccccc2)C2CCCCC2=O)cc1 (stereo not drawn)
→ 3%	-3%	-4%	-1%	16%	4%	-15%
C[C@H](NC(=O)CNC(=O)[C@@H](NC(=O)[C@H](Cc1ccccc1)NC(=O)CNC(=O)CNC(=O)[C@@H](N)Cc1ccccc1)[C@@H](C)O)C(=O)N[C@@H](CCCN=C(N)N)C(=O)N[C@@H](CCCCN)C(=O)N[C@@H](CO)C(=O)N[C@@H](C)C(=O)N[C@@H](CCCN=C(N)N)C(=O)N[C@H](CN)CCCCN
→ 6%	nt	nt	-20%	10%	nt	nt
CC(=O)NC1(c2nnnn2CCOC(=O)Nc2ccc(Cl)cc2)CCCCC1
→ -3%	13%	0%	1%[0.074 µM]	-7%	9%	4%
Fc1cccc(NC(=S)N2CCCC2)c1
→ 3%	-5%	5%	14%[10 µM]	19%	-2%	10%
Nc1nc(NCc2ccco2)nc(NC2CCCCC2)c1[N+](=O)[O-]
→ -2%	nt	nt	5%[10 µM]	-4%	-8%	-1%[9.22 µM]
CCOc1cc(C#N)c(NC(=O)c2cccnc2Cl)cc1OCC
→ -3%	4%	0%	-9%	-1%	1%	11%
COc1ccc(CCN2CC(C(=O)Nc3ccc4c(c3)OCO4)CC2=O)cc1OC (stereo not drawn)
→ -4%	nt	5%	-16%	2%	-3%	7%
O=C1c2oc3ccccc3c(=O)c2C(c2ccccn2)N1Cc1ccccc1 (stereo not drawn)
→ 7%	5%	-18%	16%[1.9 µM]	-1%	4%	-1%
CCOc1cc(/C=N/NC(=S)Nc2ccccc2C(F)(F)F)ccc1OCC(=O)N1CCOCC1
→ 6%	4%	8%	36%[10 µM]	-10%	-14%	4%
CS(=O)(=O)N1CCc2cc(-c3csc(NC(=O)Cc4cccs4)n3)ccc21
→ -1%	?	-4%	-24%[10 µM]	-9%	-12%	-3%
CN1CCN(CC(=O)N2c3ccccc3C(C)(c3ccccc3)CC2(C)C)CC1 (stereo not drawn)
→ -15%	?	-6%	-3%	1%	2%	?
CN(Cc1ccccc1Cl)C(=O)c1cnccc1C(F)(F)F
→ -16%	nt	1%	2%[10 µM]	0%	2%	1%[9.22 µM]
CCOC(=O)C1CCCN(Cc2nc(N)nc(Nc3ccc(OC)cc3)n2)C1 (stereo not drawn)
→ -5%	?	-8%	6%[0.074 µM]	-3%	-8%	-5%
CC(C)C(=O)Nc1nc2cc3c(cc2s1)OCCO3
→ 0%	nt	nt	-11%[10 µM]	9%	5%	25%[9.22 µM]
CCOC(=O)Cn1c(=O)oc2cc(S(=O)(=O)N(CCN(C)C)Cc3ccccc3)ccc21
→ -1%	-6%	1%	7%	5%	-2%	9%
O=C(Cn1[nH]c(=O)c2ccccc2c1=O)Nc1cccnc1
→ -10%	nt	2%	-10%	?	9%	7%
CC(=O)c1ccc(N2CCN(Cc3nc(Cc4ccccc4)no3)CC2)cc1
→ 1%	nt	-5%	-2%[10 µM]	-5%	1%	17%[9.22 µM]
O=c1cc(NCC2CCCO2)[nH]c(=O)n1-c1ccc(Cl)cc1 (stereo not drawn)
→ -5%	0%	3%	27%[10 µM]	-3%	-1%	4%
O=C(c1nc2ccccn2c1CNCCCn1cccn1)N1CCCC1
→ -4%	nt	5%	0%	10%	3%	9%
